STAT3 act = increases IL-6 driven STAT3 reporter signal; U3A cells, IL-6 STAT3-luciferase reporter, luminescence; 100% = signal with IL-6 EC80 alone; activation (% of control), % at 5.6 µM; hit rate 0.91% among 190,000;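 active means activation above the screen-wide mean of compound activation plus 3 SD, cut at about 130% in these data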;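 further: 0% = background luminescence of wells with medium and substrate only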
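Test system: STAT3-luciferase reporter U3A cells; Detection: reporter luminescence signal; Times: 1 h compound pre-exposure, 6 h IL-6 stimulation, 37 °C; Benchmarks: IL-6-only high control; Also added: IL-6 stimulus at 33 ng/mL final.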
STAT3 blocker = STAT3 signaling inhibition; U3A cells, IL-6 STAT3-luciferase reporter, luminescence; host cell line lacks STAT1; inhibition, % at 5.5 µM; hit rate 0.89% among 190,000;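 active means inhibition above the mean inhibition across all screened compounds plus 3 SD, cut at about 44% in these data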;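 further: 0% = DMSO only wells and 100% = 100 µM nifuroxazide control wells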
FLuc inh counter = inhibits firefly luciferase, flagging false hits in luciferase inhibition screens | P08659 | ATPLite firefly luciferase biochemical luminescence, 10 min | inhibition, % at 10 µM | hit rate 1.5% among 200,000;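 active means inhibition above about 50% when tested at 10 µM, limit read from the data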
Target sequence (P08659 whole entry, looked up): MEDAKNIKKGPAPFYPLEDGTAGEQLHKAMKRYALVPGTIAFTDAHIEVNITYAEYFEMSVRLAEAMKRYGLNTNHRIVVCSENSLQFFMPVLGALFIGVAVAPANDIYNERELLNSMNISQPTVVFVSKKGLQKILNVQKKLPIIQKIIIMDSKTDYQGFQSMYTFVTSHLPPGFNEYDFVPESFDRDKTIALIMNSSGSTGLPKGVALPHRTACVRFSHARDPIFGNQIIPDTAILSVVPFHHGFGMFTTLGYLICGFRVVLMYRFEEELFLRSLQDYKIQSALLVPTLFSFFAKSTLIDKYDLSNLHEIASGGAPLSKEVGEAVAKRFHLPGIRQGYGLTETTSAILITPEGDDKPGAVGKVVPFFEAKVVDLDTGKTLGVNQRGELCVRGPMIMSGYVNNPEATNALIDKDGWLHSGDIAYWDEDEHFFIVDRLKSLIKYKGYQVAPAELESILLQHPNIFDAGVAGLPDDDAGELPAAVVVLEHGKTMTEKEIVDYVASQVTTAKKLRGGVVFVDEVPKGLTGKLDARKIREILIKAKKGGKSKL
FLuc stim CS = affects firefly luciferase, flagging false hits in luciferase stimulation screens | P08659 | ATPlite luciferase biochemical, luminescence, 10 min; 0 = ATP-free wells, 1 = DMSO control | 200,000 tested, under 10 active | activation factor at 10 µM;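 active means luciferase activation factor, scaled between plate controls, of at least 2 with compound at 10 µM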
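Material: luciferase plus luciferin reagent, cell-free. Medium: PBS buffer for ATP. Also added: ATP substrate, dispensed from a 10.24 µM working solution in PBS. Doses: test compounds dosed from 2 mM stocks in 100% DMSO. Incubation: 10 min post-reagent at room temperature. Technique: light output (luminescence). Read-out basis: luminescence gain marking luciferase activators.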
APP transl inh = APP translation inhibition. AID 1285. inhibition, % at 2 µM. SH-SY5Y APP 5'UTR-luciferase reporter, luminescence. hit rate 0.82% among 190,000;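 active means inhibition above a set limit, derived from the sample mean plus 3 SD, cut at about 45% in these data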; further: values of inactives mirror those of a sister screen read the other way
STAT1 blocker = reduces IFN-gamma driven STAT1 reporter signal; NIH 3T3 STAT1-luciferase reporter, luminescence; inhibition, % at 5.5 µM; hit rate 0.35% among 200,000; AID 920;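 active means inhibition above a set limit, the mean inhibition across all tested compounds plus 3 SD, cut at about 34% in these data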;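 further: 0% = IFN-gamma with DMSO and 100% = IFN-gamma with 300 µM nifuroxazide; values of inactives mirror those of a sister screen read the other way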
ROMK mod = human ROMK K+ channel modulation, primary screen | hit rate 2% among 130,000 | P48048 | Tet-inducible ROMK, thallium flux fluorescence; actives lie on both sides | B-score at 10 µM;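 active means signal ratio slope over the read window, or its plate-corrected B-score, at least 3 SD from the plate mean, either direction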;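 further: B-score of the F/F0 ratio slope over 7 to 12 s after thallium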
Target sequence (P48048 whole entry, looked up): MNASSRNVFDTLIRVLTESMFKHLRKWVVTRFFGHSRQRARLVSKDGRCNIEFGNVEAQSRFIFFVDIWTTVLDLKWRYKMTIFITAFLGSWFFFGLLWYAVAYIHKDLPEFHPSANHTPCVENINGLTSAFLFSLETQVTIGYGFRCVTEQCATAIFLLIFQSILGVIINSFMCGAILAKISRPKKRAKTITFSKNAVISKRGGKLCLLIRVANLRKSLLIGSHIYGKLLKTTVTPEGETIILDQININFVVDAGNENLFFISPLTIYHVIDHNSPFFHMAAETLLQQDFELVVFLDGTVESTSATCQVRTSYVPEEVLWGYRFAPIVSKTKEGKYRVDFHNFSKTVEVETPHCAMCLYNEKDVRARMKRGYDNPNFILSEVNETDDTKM
NF-kB expr up = compounds increasing NF-kB expression in human neuronal cells | NF-kB reporter expression; hits give high values | fold change at 12.5 µM | hit rate 1.6% among 190,000; in the data active means fold change above about 3.3
STAT1 act = increases IFN-gamma driven STAT1 reporter signal; hit rate 2.6% among 200,000; AID 932; activation (% of control), % at 5.5 µM; NIH 3T3 STAT1-luciferase reporter, luminescence; 100% = IFN-gamma alone, no compound;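 active means activation above the screen-wide mean activation plus 3 SD, cut at about 130% in these data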;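 further: raw ratio to IFN-gamma control signal so 100% means no change and 0% no light; values of inactives mirror those of a sister screen read the other way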
APP 5'UTR act = APP 5'UTR luciferase reporter activation; hit rate 1% among 190,000; activation, % at 2 µM; SH-SY5Y APP 5'UTR luciferase reporter, luminescence; zero percent = DMSO vehicle wells; AID 1276;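 active means activation above a set limit, based on mean plus 3 SD of controls, cut at about 140% in these data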; further: values of inactives mirror those of a sister screen read the other way
Active calls of the source: *; . = no result given.

SMILES	STAT3 act	STAT3 blocker	FLuc inh counter	FLuc stim CS	APP transl inh	STAT1 blocker	ROMK mod	NF-kB expr up	STAT1 act	APP 5'UTR act
Cc1ccc(C(=O)NC2CCN(CC(=O)NCc3cccs3)CC2)cc1	92	16	8	0.9	22	2	-0.041	0.98	96	-23
O=C(c1cc(-c2ccco2)on1)N1CCCc2ccccc21	93	12	-2	1	-13	-1	.	1.5	101	13
CCOc1ccc(CCNC(=O)CCc2nc3ccccc3[nH]2)cc1OCC	108	3	0	1	-5	6	-0.52	1.1	94	5
Cc1cc(Cl)ccc1NC(=O)CCC(=O)O	97	5	-5	1	-11	9	.	1.1	92	11
COCCCn1c2nc3ccccc3nc2c2c(=O)n(-c3ccccc3OC)c(C)nc21	106	0	-6	1.1	-12	-4	1.7	1	104	12
COc1ccccc1Nc1ncnc2ccc(C)cc12	101	-1	-7	1.1	8	-8	0.087	0.85	102	-8
CCOc1ccc(S(=O)(=O)NCC2CCCO2)cc1 (configuration not stated)	95	7	-5	1	-12	5	.	1	96	12
CC(OC(=O)c1cn(-c2ccccc2)nc1-c1cccnc1)C(N)=O (configuration not stated)	97	8	4	1	8	-6	-1.4	1.1	103	-8
CCCSc1nnc(NC(=O)Nc2ccccc2)s1	96	7	0	1	-69	-13	0.72	1.4	112	69
CCOc1cc(C(=O)OCC(=O)Nc2ncc(Cl)c(C)c2Cl)ccc1OCC(=O)N1CCOCC1	95	1	-8	1.1	-5	-3	.	0.96	103	5
COc1ccc(C(=O)N2CCCN(C)CC2)cc1S(=O)(=O)N1CCCc2ccccc21	122	-22	-9	1.1	-37	-3	0.35	0.61	104	37
CC(=O)c1ccc(NC(=O)COC(=O)c2c3c(nc4ccccc24)/C(=C\c2cccs2)CCC3)cc1	95	6	1	1	24	2	.	0.47	98	-24
CNS(=O)(=O)c1cccc(C(=O)NCC(c2cccs2)N(C)C)c1 (configuration not stated)	116	-17	-6	1.1	-11	0	0.87	1.1	100	11
COc1ccc(OCC(=O)N/N=C/c2ccncc2)cc1	100	1	12	0.9	-20	1	0.093	1.6	100	20
O=C1CNC(=O)/C1=C\c1ccc(O)cc1	84	17	-7	1.1	12	7	0.026	1.1	93	-12

Look-ups from the results shown:
CCOc1cc(C(=O)OCC(=O)Nc2ncc(Cl)c(C)c2Cl)ccc1OCC(=O)N1CCOCC1 – STAT1 act = 103
CC(=O)c1ccc(NC(=O)COC(=O)c2c3c(nc4ccccc24)/C(=C\c2cccs2)CCC3)cc1 – STAT1 blocker = 2

Additional records follow.
SMILES	STAT3 act	STAT3 blocker	FLuc inh counter	FLuc stim CS	APP transl inh	STAT1 blocker	ROMK mod	NF-kB expr up	STAT1 act	APP 5'UTR act
C=CCNC(=O)COC(=O)c1ccc(Cl)c(S(N)(=O)=O)c1	101	0	-5	1	2	-2	0.71	1.1	100	-2
COc1cc(/C=N/Nc2ccc([N+](=O)[O-])cc2S(=O)(=O)N2CCOCC2)cc(OC)c1OC	85	21	-12	1.1	-6	5	0.32	1	96	6
CC1(C)Cc2c(sc3nc(-c4cccs4)n(N)c(=O)c23)CO1	96	11	40	0.6	-52	-39	.	1.2	138*	52
S=C(NCCN1CCOCC1)Nc1cccc2ccccc12	99	3	-3	1	-7	3	0.13	1.2	97	7
COc1cccc(C2=CC(c3ccccc3)n3ncnc3N2)c1 (configuration not stated)	79	26	4	1	16	7	-1.1	0.74	94	-16
CCOc1ccccc1N1CCN(C(=O)Nc2cccc(Cl)c2)CC1	92	12	-7	1.1	-1	0	-3.1*	1	100	1
CC(C)C(NS(=O)(=O)c1cccc2nsnc12)C(=O)N1CCn2c1nc1ccccc12 (configuration not stated)	109	-6	-8	1.1	-10	-8	.	0.95	108	10
COc1cc(/C=C/C(=O)O)cc(S(=O)(=O)NCCCC(=O)O)c1OC	102	0	3	1	1	-8	0.48	1.3	107	-1
CCC1=NN(C(=O)c2cccc(Br)c2)C(O)(c2ccc(Br)cc2)C1 (configuration not stated)	89	13	5	0.9	7	5	.	0.86	95	-7
COc1cccc(C(=O)NC2CCN(C(=O)N3CCCCC3)CC2)c1	112	-9	-6	1.1	10	11	.	1	90	-10
Nc1nc(Cl)cc(NCCc2ccccc2)n1	101	7	-5	1	-34	1	-1	1.4	99	34
CCOC(=O)N1CCN(c2c(-c3ccccc3)c3cc(Cl)ccc3[nH]c2=O)CC1	83	25	1	1	-5	0	-0.12	1	100	5
CC1(C)CNc2cc(N)ccc2S1	100	7	0	1	-47	-8	-0.48	1	106	47
C[C@H](NS(=O)(=O)c1ccccc1)C(=O)OCC(=O)NC(=O)Nc1ccc2c(c1)OCCO2	104	-2	4	1	-16	-8	.	1.4	107	16
Cc1ccc(N2C(=O)CC(Sc3ncn[nH]3)C2=O)cc1 (configuration not stated)	91	15	-6	1.1	-8	-3	.	1	102	8

Some of these compounds in order of their number in ROMK mod, ascending:
SMILES,ROMK mod
Nc1nc(Cl)cc(NCCc2ccccc2)n1,-1
S=C(NCCN1CCOCC1)Nc1cccc2ccccc12,0.13
COc1cc(/C=N/Nc2ccc([N+](=O)[O-])cc2S(=O)(=O)N2CCOCC2)cc(OC)c1OC,0.32

The list goes on:
SMILES	STAT3 act	STAT3 blocker	FLuc inh counter	FLuc stim CS	APP transl inh	STAT1 blocker	ROMK mod	NF-kB expr up	STAT1 act	APP 5'UTR act
CCOC(=O)C1CCCN(C2CCN(Cc3nc(-c4ccccc4)no3)CC2)C1 (configuration not stated)	105	0	-2	1	-10	-7	-0.88	.	104	10
COC(=O)C1=C(C)OC(N)=C(C#N)C1c1cc(C)sc1C (configuration not stated)	94	8	0	1	6	21	0.22	1.1	84	-7
CCCNC(=O)c1ccc2c(c1)ncn2-c1ccccc1OC	107	-4	-3	1	-8	-14	0.046	2.6	111	8
O=C(/C=C/c1ccc(O)cc1)OCc1occc(=O)c1O[C@@H]1OC(CO)[C@@H](O)[C@H](O)[C@@H]1O (some centres not stated)	94	4	-5	1	-9	7	0.58	1.3	93	9
Cc1cccc(C)c1NC(=S)N=Nc1c(O)n(C)c2ccc(S(=O)(=O)N3CCOCC3)cc12	98	6	-7	1.1	20	-6	-1.6	0.44	106	-20
Cc1cc(C2C(C#N)=C(N)Oc3n[nH]c(C)c32)c(C)s1 (configuration not stated)	97	7	-2	1	14	0	.	0.99	100	-14
O=C(COC(=O)c1ccccc1NS(=O)(=O)c1cccs1)NCC12CC3CC(CC(C3)C1)C2	110	-15	-8	1.1	17	0	-1.4	0.82	100	-17
Cc1cccc(-n2nc(C)cc2N)c1	106	-2	-6	1.1	-4	-5	.	1.3	105	4
CN(c1ccccc1)S(=O)(=O)c1cc(C(=O)OCC(N)=O)ccc1Cl	110	-5	-7	1.1	-9	-2	-0.52	1.2	101	9
CCc1ccccc1Nc1nc2ccccc2n1C	82	28	-2	1	1	-3	-0.018	1.3	102	-1
CS(=O)(=O)N(CC(=O)N1CCN(Cc2ccc3c(c2)OCO3)CC1)c1ccc2c(c1)OCO2	91	16	-9	1.1	5	6	.	1.2	95	-5
COc1cccc(-n2c(SCC(N)=O)nc3c([nH]c4ccccc43)c2=O)c1	143*	-43	-6	1.1	11	6	-0.42	1.2	94	10
COc1cccc(NC(=O)CSc2nncn2-c2ccccn2)c1	107	-6	5	1	-19	3	-0.95	1.1	97	19
O=C(c1ccncc1)N(c1ccc2oc3c(c2c1)CCCC3)S(=O)(=O)c1cccc([N+](=O)[O-])c1	102	-7	-6	1.1	-8	3	.	0.96	97	8
C=CCNc1oc(COc2ccc(C)cc2)nc1C#N	96	13	5	1	-16	-4	.	1.4	103	16
CCOC(=O)c1c(NC(=O)Cn2nc(C(F)(F)F)cc2C)sc2c1CCC2	106	-6	-4	1	.	4	0.012	1.1	96	.
CN(C)c1ccc(NC(=O)c2ccc(Cn3cc([N+](=O)[O-])cn3)cc2)cc1	108	-6	7	0.9	-53	-29	-0.77	1.5	125	53
COc1ccccc1N1C(=O)C2C(c3ccccc3F)NN(C(=O)c3ccc(C)cc3)C2C1=O (configuration not stated)	102	-3	5	1	-2	0	-0.4	1.3	100	2
O=C(Nc1ccc(Cl)cc1C(=O)Nc1ccccn1)c1ccco1	91	13	-4	1	-8	-10	.	0.54	109	7
Cc1noc(COc2ccccc2OCc2onc(C)c2Cl)c1Cl	96	8	-6	1.1	-2	1	.	1.3	99	2
CN(Cc1ccco1)S(=O)(=O)c1ccc2c(c1)CCN2C(=O)CCC(=O)O	104	5	-9	1.1	0	1	1.2	1.3	100	0
COc1cccc(Nc2nc3ccccc3nc2-n2nc(C)cc2C)c1	94	15	-7	1.1	21	-2	.	1.4	102	-21
O=C(CC(C(=O)O)C1CCCO1)Nc1cccc(C(F)(F)F)c1 (configuration not stated)	109	-5	0	1	-8	-2	0.48	0.87	101	8
COc1ccc(-n2nc3c(c2NC(=O)c2ccc(S(=O)(=O)N4CCOCC4)cc2)CS(=O)C3)cc1 (configuration not stated)	104	2	-8	1.1	2	-5	-0.037	1.3	102	-2
COc1ccc(-c2csc(C3=C(O)CN(Cc4ccc(Cl)cc4)C3=N)n2)cc1OC	84	24	-6	1.1	-4	-11	1.5	1.1	110	5
CCCNC(=O)c1nnsc1Sc1ccc(Cl)cc1	104	3	5	0.9	-12	-11	0.047	1.4	110	12
CSc1nnc(Cc2cc(=O)[nH]c(=O)[nH]2)n1-c1cc(C)ccc1C	105	-3	3	1	-16	-3	0.071	0.98	102	16
COc1c(Cl)cc(Cl)cc1CNCCO	97	11	-6	1.1	10	-6	-0.73	1	104	-10
CCS(=O)(=O)CCSc1nc2c(cc1C#N)CCCC2	104	0	-2	1	-9	2	.	1.2	98	9
CCOc1ccc(C(=O)Nc2ccccc2-c2ccccc2)cc1Cl	83	26	-6	1.1	0	-1	0.35	1.2	101	0
Cc1nc(-c2coc3cc(O)c(C)cc3c2=O)cs1	58	53*	83*	0.2	-142	11	-0.63	2.9	90	142*
Cn1c2c(c(=O)n(C)c1=O)C(NC(=O)c1cccs1)(C(F)(F)F)C(=O)N2 (configuration not stated)	104	-1	-10	1.1	11	-6	0.34	1.2	105	-11
O=C1C2C3C=CC(C3)C2C(=O)N1/N=C/c1cn(Cc2ccccc2)c2ccccc12 (configuration not stated)	124	-21	-5	1.1	7	5	-2.3	0.91	96	-7
Cc1nn(Cc2ccccc2)c(Cl)c1C(=O)NCc1ccco1	111	-10	-6	1.1	10	10	-0.17	0.95	90	-10
CCNC(=O)CSc1nc2cc([N+](=O)[O-])ccc2n1-c1cccc(C(F)(F)F)c1	104	1	-6	1.1	0	5	.	0.93	95	0
N#Cc1c(NC(=O)c2ccc(N3CCOCC3)c([N+](=O)[O-])c2)sc2c1CCCC2	98	5	-4	1	9	3	.	1.2	97	-9
Cc1cc(C)c2c(NC(=S)NC(=O)c3ccccc3)n[nH]c2n1	98	6	17	0.8	-2	-8	0.047	1	106	2
O=C(Cc1noc2ccccc12)Nc1ccc2ccccc2c1	115	-14	2	1	-16	-18	-0.035	1.6	119	16
CC(C)n1nc(CC(=O)O)c2ccccc2c1=O	96	8	-5	1.1	10	2	0.53	1.4	96	-10

Compound activity (PubChem BioAssay)
